RTF Ca sens inh = cardiac RTF calcium sensitivity inhibitors, primary screen, biochemical, IANBD-TnC fluorescence, EC70 calcium; Troponin I, cardiac muscle (Homo sapiens) + Troponin T, cardiac muscle (Homo sapiens) + …; AID 493244, 2011; IANBD-labeled cardiac RTF, Ca2+ fluorescence; hit rate 0.12% among 340,000; inhibition, % at 7.15 µM;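 active = inhibition above the mean inhibition of all tested compounds plus 3 SD, cut at about 17% in these data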;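 note: assay run at fixed EC70 calcium of 1.6 mM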
V-ATPase pH = regulators of yeast V-ATPase proton pumping, primary screen, pHLuorin cytosolic pH fluorescence. hit rate 0.37% among 350,000. response, % at 10 µM. S. cerevisiae; in the data active = response mostly above about 7.3%, no sharp cut-off; inactive = mostly below about 5.4%; note: actives read high; inactives centre near 0; some compounds called inactive have numbers as strong as hits; reference of the scale not given here
Keap1 Nrf2 FP = Keap1-Nrf2 protein-protein interaction inhibitors, primary screen, biochemical, fluorescence polarization, single point | Kelch-like ECH-associated protein 1 (Homo sapiens), Q14145 | Keap1 Kelch-Nrf2 peptide fluorescence polarization, 1536-well | inhibition, % at 9.4 µM | hit rate 0.15% among 340,000; in the data active = inhibition above about 12%;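 note: human Keap1 Kelch domain with fluorescein labeled Nrf2 9mer peptide probe; 0% = neutral control wells and 100% = peptide positive control; higher means more block of Keap1 binding to Nrf2 peptide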
Arr AP2 block = inhibitors of beta-arrestin/AP2 binding, primary screen, biochemical, GPCR trafficking, flow cytometry; beta-arrestin 1 C-terminal peptide binding to AP2 beta2-adaptin appendage (human); FITC-arrestin peptide / GST-AP2 beads; AP2 beta2 appendage carries R879A mutation; inhibition, % at 10 µM; hit rate 0.31% among 340,000; AID 504490, 2011;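 active = inhibition above a set limit, near 3 SD of compounds lacking own fluorescence, cut at about 54% in these data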;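 note: plate controls were DMSO wells for no effect and 5 µM unlabelled arrestin peptide for full effect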
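System: GST-AP2 R879A bound to glutathione beads, E. coli-expressed. Also added: 50 nM FITC-arrestin peptide. Schedule: compound with beads 12 min RT, then probe 1 h RT. Signal: bead flow cytometry, FITC channel. Read-out basis: percent response.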
Wnt bcat act = Wnt/beta-catenin pathway activators, primary screen, cell-based, plate reader, single point | Wnt/beta-catenin reporter cell assay, activator | activation, % at 9.35 µM | hit rate 1.2% among 300,000 | AID 743398, 2014; in the data active = activation above about 30%, passing the limit was not always enough;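 note: 0% = neutral control wells and 100% = positive control wells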
RTF Ca sens act = cardiac RTF calcium sensitivity activators, primary screen, biochemical, IANBD-TnC fluorescence, EC20 calcium; IANBD-labeled TnC RTF fluorescence at EC20 calcium; 0% EC20 calcium, 100% full calcium; activation, % at 7.2 µM; hit rate 0.24% among 340,000; AID 493008, 2010;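 active = activation above the mean over all tested compounds plus 3 SD, cut at about 30% in these data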;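 note: rise in fluorescence read as greater calcium sensitivity of cardiac thin filaments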
OPRM1-OPRD1 ag = agonists of OPRM1-OPRD1 heterodimerization, primary screen, cell-based, luminescence; Mu-type opioid receptor (Homo sapiens) + Delta-type opioid receptor (Homo sapiens), …; cells; activation, % at 9.3 µM; hit rate 0.3% among 340,000; AID 504326, 2011; in the data active = activation above about 18%;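 note: 0% = vehicle-treated cells and 100% = reference agonist; values of inactives mirror those of a sister screen read the other way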
Target sequence (P35372 whole entry, looked up): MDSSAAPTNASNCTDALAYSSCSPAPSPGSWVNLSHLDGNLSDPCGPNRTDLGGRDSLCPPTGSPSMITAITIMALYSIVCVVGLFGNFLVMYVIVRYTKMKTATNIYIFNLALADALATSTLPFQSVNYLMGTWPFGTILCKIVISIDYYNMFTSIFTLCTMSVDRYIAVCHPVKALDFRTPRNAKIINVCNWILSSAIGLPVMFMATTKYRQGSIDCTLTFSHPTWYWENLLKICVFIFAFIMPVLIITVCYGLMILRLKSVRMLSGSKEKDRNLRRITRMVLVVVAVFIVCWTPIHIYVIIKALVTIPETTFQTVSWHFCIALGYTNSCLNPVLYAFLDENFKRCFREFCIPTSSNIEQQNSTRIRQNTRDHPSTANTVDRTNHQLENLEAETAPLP
Target sequence (P41143 whole entry, looked up): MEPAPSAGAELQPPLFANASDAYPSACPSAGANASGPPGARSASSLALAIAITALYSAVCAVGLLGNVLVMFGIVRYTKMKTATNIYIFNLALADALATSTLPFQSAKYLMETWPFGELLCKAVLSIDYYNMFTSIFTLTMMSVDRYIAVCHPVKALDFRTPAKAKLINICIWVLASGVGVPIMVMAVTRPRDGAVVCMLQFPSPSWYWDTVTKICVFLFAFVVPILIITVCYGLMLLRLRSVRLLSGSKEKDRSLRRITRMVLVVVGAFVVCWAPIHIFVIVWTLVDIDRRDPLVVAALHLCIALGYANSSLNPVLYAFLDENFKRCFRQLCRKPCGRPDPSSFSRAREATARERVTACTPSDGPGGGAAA
DSG3 Ab inh = inhibitors of pemphigus antibody binding to DSG3, primary screen, biochemical, bead-based, flow cytometry, scFv-GFP; Desmoglein-3 (Homo sapiens), P32926; DSG3-coupled beads, scFv-anti-DSG3-GFP binding; hits give low values; hit rate 0.48% among 310,000; AID 588358, 2011; binding (percent of control), % at 10 µM;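 active = binding more than 3 SD below its plate's average and above zero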;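 note: hits lower antibody fragment binding to DSG3; some compounds called inactive have numbers as strong as hits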
C-LANA FP = inhibitors of KSHV C-LANA binding to DNA, primary screen, biochemical, fluorescence polarization, FAM-LBS DNA, MBP-C-LANA, single point; Kaposi's sarcoma herpesvirus LANA C-terminal domain (residues 932-1162) DNA binding; inhibition, % at 9 µM; hit rate 0.078% among 340,000;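 active = highest replicate inhibition at or above 60% at 9 µM, even if other replicates fall short; inactive = all replicates below 60% inhibition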;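 note: 0% = neutral control wells and 100% = 4 µM acridine orange control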
MOR-DOR inv ag = inverse agonists of MOR-DOR heterodimerization, primary screen, cell-based, luminescence; Mu-type opioid receptor (Homo sapiens) + Delta-type opioid receptor (Homo sapiens), …; hit rate 0.21% among 340,000; cell-based MOR-DOR heterodimer luminescence, inverse agonism; inhibition, % at 9.3 µM; in the data active = inhibition above about 22%, passing the limit was not always enough;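 note: 0% = cells with DMSO and 100% = wells without cells with DMSO; values of inactives mirror those of a sister screen read the other way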
Numbers without * were called inactive; x = not tested or not shown.

SMILES | RTF Ca sens inh | V-ATPase pH | Keap1 Nrf2 FP | Arr AP2 block | Wnt bcat act | RTF Ca sens act | OPRM1-OPRD1 ag | DSG3 Ab inh | C-LANA FP | MOR-DOR inv ag
COc1ccc(C2C3C(C)=NN=C3CC(C)(O)C2C(C)=O)cc1 (centres undefined) | 1.1 | -0.3 | -0.2 | 1.6 | -1.1 | 0.6 | -0.8 | 119.1 | 0.5 | 4.5
O=C(C[n+]1ccc(Cc2ccccc2)cc1)Nc1ccccc1 | 1.9 | 1.1 | -2.6 | -9.7 | -1.0 | -2.2 | -4.1 | 102.4 | 0.1 | 21.4
O=C(CCCC(=O)OCC(=O)c1cccs1)Nc1ccc(F)cc1 | -2.7 | 8.4 | -2.1 | -1.1 | -4.7 | 1.3 | -1.2 | 96.8 | -2.5 | 5.4
COc1ccc(S(=O)(=O)N(C)CC(=O)NCc2ccco2)cc1 | -18.5 | -3.0 | 0.4 | -4.6 | x | 6.2 | 0.7 | 98.3 | 2.5 | -4.2
Cc1c(CC(=O)O)c(=O)oc2c(C)c(OCc3ccc(F)cc3Cl)ccc12 | 3.2 | 1.9 | -3.6 | -20.5 | 0.6 | -1.9 | -2.3 | 94.9 | 0.2 | 10.2
CN=c1oc2ccc(Cl)cc2cc1C(N)=O | -4.2 | 6.0 | -3.1 | 19.3 | -2.4 | 7.7 | -1.2 | x | -2.8 | 6.7
CCOc1ccc(S(=O)(=O)NC(Cc2c[nH]c3ccccc23)C(=O)O)cc1 (centres undefined) | -2.8 | -3.5 | 1.5 | -17.0 | -2.2 | -2.4 | -2.2 | 105.9 | -1.4 | 11.1
O=C(Nc1cc(C(F)(F)F)ccc1N1CCOCC1)c1ccc(F)cc1 | -15.4 | -0.6 | -0.1 | 1.2 | x | -3.7 | -0.2 | 109.4 | -1.5 | 1.1
COC(=O)CNC(=O)COC(=O)/C=C/c1cccs1 | 3.8 | -3.7 | -2.1 | 9.2 | 10.5 | -1.1 | -2.0 | 96.7 | 1.2 | 10.8
CCCOC(=O)c1ccc(NC(=O)CSC2=Nc3ccccc3C3CC=NN23)cc1 (centres undefined) | -6.2 | 1.6 | -11.2 | 13.1 | -0.1 | 3.5 | -1.5 | 102.9 | -0.4 | 6.5
Cc1oc(-c2ccc(Cl)cc2)nc1CSCC(=O)NC1CCN(Cc2ccccc2)CC1 | 0.0 | -0.4 | -10.5 | -11.3 | -5.2 | -0.7 | 2.4 | 103.7 | -0.8 | -12.1
CC(/C=C1\SC(=S)N(NS(=O)(=O)c2ccc(C)cc2)C1=O)=C\c1ccccc1 | 11.3 | -1.9 | -2.6 | -6.9 | -0.5 | -12.0 | 1.3 | 103.5 | 0.6 | -6.9
CCOc1ccc(-n2c(SCc3cc(=O)oc4cc(C)c(C(C)C)cc34)nnc2-c2cccnc2)cc1 | 3.0 | 2.4 | -1.4 | -1.9 | -7.2 | 2.0 | -5.5 | 105.4 | -0.3 | 29.3
CCc1ccc(OCC(=O)N/N=C(\C)c2ccccc2OC(F)F)cc1 | 13.2 | 1.5 | -1.3 | -13.1 | -3.2 | -0.1 | 2.4 | 102.6 | 0.3 | -14.2
Cc1ccc(S(=O)(=O)N2CCCCC2)cc1NC(=O)c1ccc(Cl)nc1 | -5.2 | 1.2 | 2.3 | -1.1 | 0.0 | -4.1 | -4.5 | x | -1.2 | 16.7
Cc1ccc(C(=O)NCC2(c3ccccc3)CCCC2)cc1 | -5.6 | -2.6 | 4.5 | 9.5 | x | -6.7 | -0.1 | 92.5 | -1.2 | 0.3
Cc1nn(-c2ccccn2)c2c1C(c1ccncc1)C1=C(CC(C)(C)CC1=O)N2 (centres undefined) | -1.8 | -1.4 | -1.2 | -9.6 | -0.6 | 1.3 | -2.3 | 101.7 | -0.5 | 12.6
CCOC(=O)c1cc(-c2ccccc2)sc1NC(=O)c1ccc(OC)c(OC)c1 | -1.9 | -7.5 | -5.7 | 4.4 | x | 5.5 | -2.6 | 112.4 | 0.9 | 14.0
COc1cc(/C=N/N2C(=O)c3ccccc3NC2(C)c2cccc([N+](=O)[O-])c2)cc(Br)c1O (centres undefined) | 10.8 | -1.2 | -0.2 | 26.7 | x | -6.3 | 0.0 | 105.1 | 1.0 | 0.2
c1ccc(Cc2noc(CN3CCN(C4CCc5ccccc5C4)CC3)n2)cc1 (centres undefined) | 1.5 | 3.9 | -0.2 | -14.7 | -1.3 | 3.1 | 3.0 | 115.6 | -3.0 | -14.3
Cc1csc2c(SCC(=O)NNS(=O)(=O)c3cccc(C(F)(F)F)c3)ncnc12 | -5.4 | -2.9 | -6.2 | 1.6 | -1.2 | -2.8 | 0.0 | 101.1 | -0.7 | -0.1
CC1(C)Cc2c(ccc3ccccc23)/C(=C/C(=O)N2CCCCC2)N1 | -1.1 | -6.2 | -0.9 | 20.6 | x | -3.8 | 2.5 | x | -1.7 | -12.3
COCCNC(=O)c1cc2cc(Cl)cc(Cl)c2oc1=O | 0.8 | -1.9 | 3.0 | -1.3 | 0.1 | -2.4 | -1.1 | 97.8 | -0.6 | 6.3
COc1ccc(CN(C)CCCn2cnc3c(OCc4ccccc4)ncnc32)cc1OC | -3.7 | -0.1 | 2.8 | 30.4 | -2.2 | 1.9 | -2.4 | 102.6 | -2.9 | 11.1
NC(=O)C1=C[C@H](c2coc3ccccc3c2=O)C[C@H](OCCCCO)O1 | -9.6 | -3.8 | -3.0 | -4.5 | -2.8 | -3.7 | -2.8 | 102.7 | 2.0 | 16.0

A second format for 4 compounds above:
SMILES,RTF Ca sens inh,V-ATPase pH,Keap1 Nrf2 FP,Arr AP2 block,Wnt bcat act,RTF Ca sens act,OPRM1-OPRD1 ag,DSG3 Ab inh,C-LANA FP,MOR-DOR inv ag
CCOc1ccc(S(=O)(=O)NC(Cc2c[nH]c3ccccc23)C(=O)O)cc1 (centres undefined),-2.8,-3.5,1.5,-17.0,-2.2,-2.4,-2.2,105.9,-1.4,11.1
O=C(Nc1cc(C(F)(F)F)ccc1N1CCOCC1)c1ccc(F)cc1,-15.4,-0.6,-0.1,1.2,x,-3.7,-0.2,109.4,-1.5,1.1
COC(=O)CNC(=O)COC(=O)/C=C/c1cccs1,3.8,-3.7,-2.1,9.2,10.5,-1.1,-2.0,96.7,1.2,10.8
CCCOC(=O)c1ccc(NC(=O)CSC2=Nc3ccccc3C3CC=NN23)cc1 (centres undefined),-6.2,1.6,-11.2,13.1,-0.1,3.5,-1.5,102.9,-0.4,6.5

(further entries)
SMILES | RTF Ca sens inh | V-ATPase pH | Keap1 Nrf2 FP | Arr AP2 block | Wnt bcat act | RTF Ca sens act | OPRM1-OPRD1 ag | DSG3 Ab inh | C-LANA FP | MOR-DOR inv ag
Cc1ccc(-c2noc(CN(C(=O)C(c3ccccc3)c3ccccc3)C(C)C)n2)cc1 | 0.7 | 0.9 | 5.1 | 5.3 | x | -1.7 | 0.2 | 101.7 | 2.6 | -1.1
COC(=O)c1cc2ccccc2c(-c2c(O)ccc3ccccc23)c1O | -0.7 | 1.2 | -3.8 | -10.7 | x | -21.8 | 8.8 | 81.4 | -0.5 | -44.6
CC(=O)c1c(C)[nH]c(C(=O)OCC(=O)N2CC(=O)Nc3ccccc32)c1C | 4.8 | 5.8 | -1.9 | 20.0 | -0.3 | -0.5 | -0.6 | 88.8 | 0.8 | 3.4
COc1ccc(N(C)S(=O)(=O)c2cccc(C(=O)NC3CCCC(C)C3C)c2)cc1 (centres undefined) | -5.1 | -7.1 | x | -2.7 | -3.9 | -2.7 | 10.7 | 112.9 | x | -55.5
CC(=O)Nc1ccc(SCCCC(=O)c2ccccc2)cc1 | -8.7 | 3.5 | 7.2 | 33.1 | 11.1 | -9.5 | -0.1 | 100.7 | 1.7 | 1.0
Cc1cc(N)n2nc(C)c(-c3ccc(Cl)cc3)c2n1 | 3.6 | 3.7 | -0.1 | 42.0 | -1.8 | 0.1 | -0.1 | 103.4 | 0.5 | 0.3
CN(C)CCCOc1ccc(Cl)cc1Br | 4.7 | 3.8 | -4.7 | -1.3 | x | -5.7 | -2.1 | 102.2 | -1.1 | 11.7
Cc1cccc(C)c1NC(=O)c1cccc(C(=O)Nc2c(C)cccc2C)n1 | 0.7 | 1.4 | 3.5 | 0.0 | 5.6 | 4.7 | -1.6 | 102.8 | 1.7 | 8.0
CC[C@@]1(C(=O)OC)N[C@H](CN(C)C(=O)c2ccc(C)cc2)[C@@H]2C(=O)N(C)C(=O)[C@@H]21 | -11.3 | 2.3 | 2.2 | 47.1 | -1.1 | -0.4 | 0.4 | 97.1 | -1.5 | -2.0
CCc1c(C)nc2ncnn2c1N1CCCC(C(=O)NCc2ccco2)C1 (centres undefined) | -2.4 | -4.8 | 0.1 | 17.1 | x | 1.6 | -1.6 | 100.2 | -1.5 | 8.2
CNC(=S)N1N=C(c2cccs2)CC1c1ccc(OC)cc1 (centres undefined) | -3.5 | -4.0 | -1.6 | 14.3 | -1.7 | -5.3 | -1.3 | 102.2 | -0.5 | 5.8
O=C(CNCc1ccccc1)Nc1cccc(Cl)c1Cl | 0.1 | -0.7 | -6.3 | 1.5 | 1.9 | -1.0 | 2.7 | 91.2 | 0.7 | -12.1
CC(C)(C)C(=O)NC1CC2CCCC(C1)N2C(=O)Nc1cccc(Cl)c1 (centres undefined) | -7.7 | -1.8 | -5.5 | 3.5 | -0.1 | -4.9 | -2.1 | 109.6 | -2.2 | 10.3
Cn1nnnc1Sc1ncnc2scc(-c3ccccc3Br)c12 | -12.3 | 0.5 | 9.4 | 32.9 | -6.1 | 0.1 | -0.3 | 104.3 | -1.3 | 1.6
CN(C)S(=O)(=O)c1ccc(S(=O)(=O)N(Cc2ccco2)Cc2ccccc2Cl)cc1 | -1.6 | 0.4 | -6.8 | 10.6 | x | 7.6 | 1.7 | 98.1 | -0.3 | -9.4
COc1ccc(CCC(=O)Nc2ccc3c(c2)OCO3)cc1OC | -7.7 | -0.1 | 0.9 | 20.4 | 0.8 | -2.8 | -2.8 | 98.4 | -0.1 | 14.7
COc1ccc(/C=N/OCC(=O)N=Nc2c(O)[nH]c3ccc(Br)cc23)cc1OC | -16.6 | -0.7 | -3.1 | 6.1 | -0.6 | -3.2 | 1.6 | 92.4 | 0.4 | -11.4
COC(=O)c1ccccc1NC(=S)NC(=O)CC(C)C | -8.2 | 10.0 | -6.5 | 5.3 | -2.5 | -2.5 | 0.2 | 105.1 | -1.2 | -1.3

Screening data as filed in PubChem.
